M1 ag: M1 muscarinic receptor agonists, primary screen, CHO-M1 cells, Fluo-4 calcium, agonist mode; B-score at 10 µM; Muscarinic acetylcholine receptor M1; Fluo-4 calcium fluorescence; stronger effect = higher value; actives 3% (n = 64,000); AID 626, 2007;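 active means fluorescence rise, raw or as B-score row- and column-corrected plate score, outside the 99.7% band of its plate's samples, either direction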
5-HT1A blocker: human 5-HT1a receptor antagonists, primary screen, cell-based, CHO, Ga15 NFAT-bla reporter; actives 0.68% (n = 62,000); 5-hydroxytryptamine receptor 1A (Homo sapiens), P08908; AID 612, 2007; CHO 5-HT1a Ga15 NFAT-bla reporter, antagonist mode; inhibition, % at 10 µM;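 active means inhibition above the mean of all tested compounds plus 3 SD, cut at about 43% in these data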;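 further: receptor stimulated by 5-CT agonist at 100 nM near EC80; beta-lactamase reporter measured by ratiometric fluorescence of a cleavable substrate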
M1 antagonist: antagonists of rat M1 muscarinic receptor. Muscarinic acetylcholine receptor M1 (Rattus norvegicus), P08482. CHO-M1 cells, Fluo-4 calcium, ACh EC80 antagonist mode; stronger effect = lower value. B-score at 10 µM. actives 3.4% (n = 64,000). AID 628, 2007;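 active means calcium fluorescence response, raw or row-and-column corrected B-score, differing from the plate sample mean either way at a set confidence level, mostly lower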
Target sequence (P08482 whole entry, looked up): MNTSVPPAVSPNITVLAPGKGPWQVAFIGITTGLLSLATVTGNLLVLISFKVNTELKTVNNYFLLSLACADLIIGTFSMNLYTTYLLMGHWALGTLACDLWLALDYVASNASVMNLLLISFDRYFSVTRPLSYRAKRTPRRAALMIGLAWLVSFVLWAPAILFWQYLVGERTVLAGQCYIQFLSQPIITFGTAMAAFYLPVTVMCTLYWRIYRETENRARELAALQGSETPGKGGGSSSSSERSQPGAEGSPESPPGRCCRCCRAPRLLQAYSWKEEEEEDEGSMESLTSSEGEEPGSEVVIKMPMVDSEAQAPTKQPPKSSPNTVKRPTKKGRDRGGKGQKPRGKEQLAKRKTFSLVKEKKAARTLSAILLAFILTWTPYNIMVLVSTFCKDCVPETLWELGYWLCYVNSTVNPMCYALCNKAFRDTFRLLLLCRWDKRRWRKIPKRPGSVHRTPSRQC
HTR1E agonist: 5-HT1E receptor agonists, primary screen, cell-based, HTS; 5-hydroxytryptamine receptor 1E (Homo sapiens), P28566; CHO 5-HT1E Ga15 NFAT-bla reporter, FRET; 0% DMSO wells, 100% control agonist wells; actives 0.69% (n = 65,000); AID 574, 2007; activation, % at 6 µM;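 active means activation above a set limit, the screen-wide mean activation plus 3 SD, cut at about 8.5% in these data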;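 further: 100% = positive control agonist at 1 µM giving full maximal response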
HTR1E antagonist: 5-HT1E receptor antagonists, primary screen, cell-based, HTS | CHO 5-HT1E Ga15 NFAT-bla reporter, FRET, antagonist | inhibition, % at 6 µM | actives 0.99% (n = 65,000) | AID 571, 2007;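 active means inhibition above a set limit, the mean inhibition across every tested compound plus 3 SD, cut at about 29% in these data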;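 further: signal is the 460 over 535 nm emission ratio of beta-lactamase substrate; 0% = agonist plus DMSO wells and 100% = wells without agonist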
5HT1a ag: human 5-HT1a receptor agonists, primary screen, cell-based, CHO, Ga15 NFAT-bla reporter | activation, % at 10 µM | 5-hydroxytryptamine receptor 1A (Homo sapiens), P08908 | CHO 5-HT1a Ga15 NFAT-bla reporter, FRET ratio; 0% basal, 100% maximal reference agonist | actives 0.56% (n = 65,000);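 active means activation above the screen-wide mean activation plus 3 SD, cut at about 19% in these data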;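 further: 0% = DMSO wells and 100% = 5-CT at EC100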
S1P1 ag-PAM: S1P1 agonists and agonism potentiators, primary screen, cell-based, primary and confirmation screens, CRE-bla reporter. actives 0.57% (n = 56,000). S1P1 CRE-bla cells, forskolin, beta-lactamase FRET, potentiator mode; S1P1 agonist co-added at EC20, 2 nM; 100% = saturating reference agonist, 0% = basal. activation, % at 9.5 µM. Sphingosine 1-phosphate receptor 1 (Homo sapiens), P21453;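 active means activation above a cutoff set at the mean activation of all tested compounds plus 3 SD, cut at about 54% in these data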;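 further: forskolin at 4 µM as EC80 and the EC20 agonist is SEW2871; 100% = SEW2871 at its EC100 plus forskolin at EC80; some compounds past the cut are filed as inactive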
S1P3 agonist: human S1P3 receptor agonists, primary screen, cell-based, primary and confirmation, NFAT-BLA reporter. Sphingosine 1-phosphate receptor 3 (Homo sapiens), Q99500. activation, % at 4.5 µM. S1P3 NFAT-BLA reporter cells, agonism, FRET ratio; relative to 1 µM S1P, basal subtracted. actives 0.1% (n = 60,000);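 active means activation above the screen-wide mean plus 3 SD, cut at about 4.5% in these data, passing the limit was not always enough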; further: some compounds called inactive have numbers as strong as hits
Target sequence (Q99500 whole entry, looked up): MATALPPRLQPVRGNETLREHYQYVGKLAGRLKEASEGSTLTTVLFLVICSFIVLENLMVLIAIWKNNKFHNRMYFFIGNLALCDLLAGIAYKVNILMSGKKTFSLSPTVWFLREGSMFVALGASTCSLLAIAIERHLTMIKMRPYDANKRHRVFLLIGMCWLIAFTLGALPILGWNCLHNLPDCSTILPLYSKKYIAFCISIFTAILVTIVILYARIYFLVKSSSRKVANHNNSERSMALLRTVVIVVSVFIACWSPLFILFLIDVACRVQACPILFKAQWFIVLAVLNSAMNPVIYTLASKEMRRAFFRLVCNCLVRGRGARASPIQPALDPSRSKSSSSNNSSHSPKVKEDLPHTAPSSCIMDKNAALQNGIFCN
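Benchmarks: high control 1 µM S1P / System: stable CHO line with human S1P3, Gα16, NFAT-BLA reporter / Dosing: single compound concentration, 4.5 µM final / Timing: 4 h compound at 37 °C, 2 h substrate at RT / Measured by: FRET β-lactamase substrate fluorescence, excitation 405 nm, 460/535 nm emission ratio, background-subtracted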
Jurkat viability: cytotoxicity toward Jurkat T cells, primary screen, cytotoxicity control, cell-based, Jurkat E6.1, 60K MLSMR library; inhibition, % at 4 µM; Jurkat E6.1 viability, ATP luminescence, 48 h; actives 1.2% (n = 56,000);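 active means inhibition above the mean inhibition of all tested compounds plus 3 SD, cut at about 28% in these data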
Numbers without * were called inactive; x = no result given.

SMILES | M1 ag | 5-HT1A blocker | M1 antagonist | HTR1E agonist | HTR1E antagonist | 5HT1a ag | S1P1 ag-PAM | S1P3 agonist | Jurkat viability
O=C1OCC(c2ccccc2)=C1c1ccc(S(=O)(=O)N2CCOCC2)s1 | -1.4 | -2 | 0.12 | 0.1 | 4 | 0.4 | 10 | 0.0 | 7
CC(=O)c1sc(NC(=O)C=C(C)C)nc1C | -2.2* | -10 | -0.17 | -0.3 | -9 | 1.6 | x | -0.6 | -4
C=CCOc1cccc(C2/C(=C(/O)c3ccccc3)C(=O)C(=O)N2CCCN2CCOCC2)c1 (configuration not stated) | 0.38 | -7 | 0.18 | 0.5 | -6 | -2.2 | 2 | -1.1 | 1
COC(=O)c1sc2nc(CN3CCOCC3)nc(N3CCOCC3)c2c1C | 0.94 | -9 | 0.097 | 2.0 | -6 | 0.1 | -4 | 0.9 | -3
COC(=O)[C@H](C)NC(=O)Nc1ccc(OC)c(OC)c1 | 0.05 | -9 | 0.26 | -0.3 | 4 | -2.9 | -20 | 0.1 | -4
CCCCOc1cc(=O)[nH]c(=O)[nH]1 | 0.28 | 4 | 1.3 | -0.4 | 4 | -3.5 | -26 | -0.8 | -8
CC(C)(C)c1ccc(-c2nnc(SCC(=O)O)n2N)cc1 | 0.24 | -10 | 0.38 | -0.8 | 5 | -1.5 | -3 | -1.1 | -4
Cc1cc(NC(=O)c2cc(C3CC3)on2)n(-c2ccccc2)n1 | -0.09 | 7 | 0.39 | 0.6 | -7 | -0.8 | -16 | -1.3 | 1
Cc1ccc(-c2ccc(CCC(=O)O)n2C(C)C)cc1 | 0.17 | 2 | -0.0025 | -0.2 | -3 | -3.9 | -12 | -0.1 | -4
Cc1ccc(NC(=O)COC(=O)Cn2c(C)csc2=O)cc1C | -0.39 | 4 | 0.41 | 0.2 | -3 | -2.7 | 2 | -0.6 | 7
Cc1cc(Cl)ccc1OCC(=O)OC(C)C(=O)N(C)C (configuration not stated) | 0.22 | x | 0.87 | 0.2 | 10 | -1.4 | -12 | -3.6 | x
CC(=O)c1ccc(OC(=O)c2ccc(Br)o2)cc1 | 0.62 | -3 | 1.1 | 0.4 | -2 | 0.1 | -23 | -1.3 | -4
C/C=C(\C)c1nnc(NC(=O)OCC)s1 | 0.18 | -5 | -0.45 | -1.0 | -1 | -3.2 | -14 | -0.4 | -2
CCOC(=O)c1ccc(NC(=O)c2c(O)c3ccccc3n(C)c2=O)cc1 | 2 | 17 | -1.3 | -1.4 | 6 | -3.2 | x | x | x
Cc1cc(C)cc(C(=O)N2CCC(C(N)=O)CC2)c1 | -0.25 | -3 | 0.021 | -0.9 | -4 | -2.0 | 4 | 0.5 | -7
CCCC(=O)Nc1ccc(N2CCCCC2)cc1 | 2.1 | -1 | 0.25 | -0.3 | 1 | -1.6 | -33 | 1.2 | -5
CC12CN3CC(C)(CN(C1)C3c1ccc(Cl)cc1Cl)C2=O (configuration not stated) | 0.39 | 1 | 0.51 | -0.6 | 1 | -1.5 | -13 | -0.5 | 2
CCc1nc2sc3c(c2c(=O)o1)CCCC3 | -0.7 | x | -0.6 | 0.1 | 1 | -1.9 | -23 | -1.3 | x
CCSc1nc(=S)n(CC)c(C)c1C(C)=O | 0.49 | -9 | -0.67 | -0.3 | -6 | -0.3 | -4 | -1.0 | 3
COc1ccc(C2/C(=C(/O)c3ccc(C)cc3)C(=O)C(=O)N2C)cc1 (configuration not stated) | -0.057 | 10 | 0.26 | -0.3 | 1 | -1.4 | -22 | -1.3 | -7

Single records, from the list above. Order of screens: M1 ag	5-HT1A blocker	M1 antagonist	HTR1E agonist	HTR1E antagonist	5HT1a ag	S1P1 ag-PAM	S1P3 agonist	Jurkat viability
CC(C)(C)c1ccc(-c2nnc(SCC(=O)O)n2N)cc1 is listed as 0.24	-10	0.38	-0.8	5	-1.5	-3	-1.1	-4
O=C1OCC(c2ccccc2)=C1c1ccc(S(=O)(=O)N2CCOCC2)s1 is listed as -1.4	-2	0.12	0.1	4	0.4	10	0.0	7

Not a retest: five of the compounds above.
SMILES | M1 ag | 5-HT1A blocker | M1 antagonist | HTR1E agonist | HTR1E antagonist | 5HT1a ag | S1P1 ag-PAM | S1P3 agonist | Jurkat viability
CCCC(=O)Nc1ccc(N2CCCCC2)cc1 | 2.1 | -1 | 0.25 | -0.3 | 1 | -1.6 | -33 | 1.2 | -5
CC12CN3CC(C)(CN(C1)C3c1ccc(Cl)cc1Cl)C2=O (configuration not stated) | 0.39 | 1 | 0.51 | -0.6 | 1 | -1.5 | -13 | -0.5 | 2
CCc1nc2sc3c(c2c(=O)o1)CCCC3 | -0.7 | x | -0.6 | 0.1 | 1 | -1.9 | -23 | -1.3 | x
CCSc1nc(=S)n(CC)c(C)c1C(C)=O | 0.49 | -9 | -0.67 | -0.3 | -6 | -0.3 | -4 | -1.0 | 3
COc1ccc(C2/C(=C(/O)c3ccc(C)cc3)C(=O)C(=O)N2C)cc1 (configuration not stated) | -0.057 | 10 | 0.26 | -0.3 | 1 | -1.4 | -22 | -1.3 | -7

(next part)
SMILES | M1 ag | 5-HT1A blocker | M1 antagonist | HTR1E agonist | HTR1E antagonist | 5HT1a ag | S1P1 ag-PAM | S1P3 agonist | Jurkat viability
COc1ccc(-n2c(=O)c3c4c(sc3n3c(C)nnc23)CCCC4)cc1 | 0.048 | -4 | 1 | -0.2 | -11 | 0.7 | -1 | -1.5 | -14
CCOC(=O)c1csc(NC(=O)c2ccc(S(=O)(=O)N3CCCC3)cc2)n1 | -0.79 | -6 | -0.24 | 4.2 | 20 | -2.3 | -9 | -0.7 | -4
COc1ccc(NC(=O)NCCN2CCN(c3cccc(Cl)c3)CC2)cc1 | -0.72 | 14 | 0.37 | 1.4 | 6 | 11 | 17 | -0.7 | 4
O=C(CN1C(=O)c2ccccc2C1=O)OCN1C(=O)c2ccccc2C1=O | -0.15 | x | 0.61 | -0.3 | 10 | -0.5 | 6 | -7.7 | x
CC(C)[C@H](NC(=O)OC(C)(C)C)c1nnc(SCc2cccc(F)c2)o1 | 0.68 | 11 | 0.74 | -0.6 | -5 | -1.8 | -4 | 1.0 | 8
COc1ccccc1-c1ccc(=O)n(CC(=O)Nc2ccc(C(=O)N3CCCC3)cc2)n1 | 0.69 | -6 | -0.8 | -0.5 | -2 | -3.0 | -2 | 0.2 | -3
Cc1cc(NC(=O)CSc2nc(-c3ccc(F)cc3)cs2)no1 | 0.3 | 8 | 0.021 | 0.0 | 2 | 2.6 | 17 | -0.4 | 3
CCn1c(=O)c(C(=O)NCCc2ccccc2)c(O)c2ccccc21 | -0.88 | -2 | 1.1 | -1.0 | 12 | 0.6 | -24 | -0.4 | 0
COC(=O)C(C#N)C(c1cccnc1)c1c(C)[nH][nH]c1=O (configuration not stated) | -0.55 | -1 | 0.43 | -0.4 | 2 | -4.3 | -19 | 0.0 | -4
COc1cc(OC)cc(-c2nc(-c3ccccc3OC)no2)c1 | -0.47 | 9 | -0.16 | -0.4 | -2 | -2.2 | 39 | -0.5 | 5
CCC(NC(=O)Cn1cnc2c(=O)n(C)c(=O)n(C)c21)c1ccccc1 (configuration not stated) | -1.5 | -6 | -0.024 | -1.0 | -3 | -2.6 | -13 | 1.3 | -2
O=C(NCC1CCCO1)c1ccccc1-c1nc(-c2ccc(F)cc2)no1 (configuration not stated) | x | -10 | x | 0.8 | -3 | -2.1 | -6 | -1.8 | -2
CC1CN(C(=O)c2ccc(C(=O)c3ccccc3)cc2)CC(C)O1 (configuration not stated) | -0.19 | -10 | 0.11 | -0.1 | 2 | -2.1 | 12 | -0.7 | 2
COc1ccc(CN/C(C)=C(/C#N)C(N)=O)cc1OC | -0.11 | -6 | -0.95 | -0.3 | 16 | -1.0 | -1 | 0.0 | 0
N#CC1=C(N)C(C#N)(C#N)C(c2ccc[nH]2)C2CCCC=C12 (configuration not stated) | 1.8 | -15 | -0.065 | 4.4 | -6 | -1.0 | 19 | -0.2 | 5
Cn1c(CCNC(=O)c2ccco2)nc2cc(NC(=O)c3ccco3)ccc21 | 0.079 | -4 | 0.19 | 0.0 | -8 | 0.7 | -6 | -0.3 | -1
CCN(CC)S(=O)(=O)c1cc(C(=O)Nc2nncs2)c(Cl)cc1Cl | 0.046 | 21 | 0.38 | -0.9 | 23 | -1.7 | 19 | -0.2 | 3
O=C(Nc1c(F)c(F)c(F)c(F)c1F)C1CCCCC1 | 0.03 | 4 | -0.34 | -0.6 | 4 | -0.7 | -21 | -0.1 | -3
O=C(Nc1ccccc1)N(CCN1CCOCC1)Cc1cccc(Cl)c1 | 0.019 | 22 | -0.11 | -1.2 | 10 | -2.1 | 29 | -1.1 | 8
CCN1CCN(Cc2ccc(NC(=O)Nc3ccccc3)cc2)CC1 | 6.5* | 0 | -0.66 | -0.2 | -13 | -2.4 | -11 | -2.1 | -3
CN1CCN(C(=O)c2cc(-c3cccc(Cl)c3)on2)CC1 | 0.82 | -17 | 0.29 | -0.9 | 2 | -2.0 | -15 | 0.0 | -5
COC(=O)n1c(=S)oc2cc(Cl)ccc21 | 0.84 | 5 | 0.17 | 1.1 | -3 | 1.9 | -6 | -0.9 | 13
O=C(O)CCCCCNC(=O)c1ccncc1 | -0.8 | -8 | 0.061 | -0.4 | 1 | 0.1 | -9 | -0.1 | -6
CC(C)c1c(O)nc(SCCN(C)C)[nH]c1=O | 0.026 | 6 | 0.21 | 0.4 | 1 | -3.1 | 0 | -0.5 | -3
O=C(O)Cc1nc2nc3c(c(=O)n2[nH]1)CCCC3 | 0.084 | 0 | 0.061 | -0.7 | 4 | -1.2 | x | 0.5 | -3
Nc1nonc1NC(=O)CSc1nc2ccccc2s1 | 0.03 | 20 | 0.031 | -1.7 | 10 | -0.7 | x | x | x
Nc1nc(NC(=O)c2cccs2)nn1-c1ccccc1 | 0.13 | x | -0.34 | -0.1 | -9 | -0.6 | -5 | 1.8 | x
CCN1CCCC1CNC(=O)CSc1cc(=O)n(CC)c2ccccc12 (configuration not stated) | 1.1 | 1 | -0.52 | 0.1 | 2 | -1.5 | -21 | -0.4 | -2
Cc1ccc(C)c(NC(=O)CCN2CC(C)OC(C)C2)c1 (configuration not stated) | 0.13 | -6 | -0.93 | -0.7 | 6 | -1.4 | -18 | -0.7 | 6
Cc1c(N=c2c(=O)c3ccccc3c2=O)c(=O)n(-c2ccccc2)n1C | 0.31 | -5 | 0.09 | 0.0 | -8 | 0.3 | -33 | 0.3 | 4
Cc1cc(C)nc(Nc2ncc(O)n2-c2ccc(C)c(Cl)c2)n1 | -0.013 | 13 | 0.4 | -1.8 | 5 | -2.6 | -4 | -1.1 | 7

Outcome played no part in choosing rows; overall some 8.9% were active at least once.
